# Epigenetic reg: derepresses silenced GFP reporter in murine cells | AID 1865 | Potency, µM (series often up to 53.9 µM), inactives show at the top dose GFP activation, most hits filed as activators | murine LDR cells, GFP reporter derepression, 30 h | 0.2% of 280,000 active; further: potency means the concentration at half of the fitted maximal effect; % of control where 0% means no effect; nearly all actives have a fitted effect of over 60% in size
#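 Murine LDR cells bearing a silenced CMV-driven GFP reporter were exposed to compound for 30 h at 37 C. After PBS washes, GFP-positive cells (20-120 um objects) counted by laser-scanning microplate cytometry.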
# Luc counter: blocks Kinase-Glo luciferase, a counter-screen artifact; Q27757; Kinase-Glo luciferase, ATP luminescence, 8 min; Potency, µM (series often up to 38.3 µM), without a hit: at the top dose activity change, negative = inhibition, most hits filed as inhibitors; 0.28% of 200,000 active; further: potency means the concentration at half of the fitted maximal effect; on the % scale 0 is the no-effect control and ±100 the full control effect; nearly all actives have a fitted effect of over 60% in size
#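 Recombinant Kinase-Glo luciferase, 10 uM ATP (linear range), luciferin; imidazole pH 7.2 / KCl / MgCl2 / Tween / BSA buffer; 8 min RT; luminescence.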
# Lamin A splicing: modulators of lamin A splicing; 0.01% of 200,000 active; Potency, µM (doses to about 46.1 µM), for the others: top-dose ratio change, negative = inhibition, actives largely listed as inhibitors; HeLa LMNA splicing GFP/RFP minigene ratio, 48 h; active means well fitted inhibition curve with a large enough effect in the signal ratio, with a control signal flat, not every such curve was filed as active; inconclusive means small, poorly fitted or top-dose-only effect, or effect the other way, or a change in a side signal; the % refers to the signal ratio; further: potency means the concentration at half of the fitted maximal effect; on the % scale 0 is the no-effect control and ±100 the full control effect
#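 S3 HeLa stable clones carrying a lamin A-EGFP splicing minigene plus DsRed2 were seeded at 600 cells/well in Opti-MEM with 2% FBS, pin-dosed and incubated 48 h at 37°C. Acumen cytometry (488 nm) gave the GFP/RFP total-intensity ratio.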
# CBFb RUNX1 block: blocks binding between human CBF-beta and RUNX1 | AID 1477 | 230,000 tested, under 10 active | Q01196+Q13951 | AlphaScreen CBFb-His/RUNX1-biotin binding, biochemical | Potency, µM (series often up to 59.8 µM), for inactives: at the highest dose activity, negative = inhibition, actives largely listed as inhibitors; further: % of control where 0% means no effect
# Target sequence (Q01196 whole entry, looked up): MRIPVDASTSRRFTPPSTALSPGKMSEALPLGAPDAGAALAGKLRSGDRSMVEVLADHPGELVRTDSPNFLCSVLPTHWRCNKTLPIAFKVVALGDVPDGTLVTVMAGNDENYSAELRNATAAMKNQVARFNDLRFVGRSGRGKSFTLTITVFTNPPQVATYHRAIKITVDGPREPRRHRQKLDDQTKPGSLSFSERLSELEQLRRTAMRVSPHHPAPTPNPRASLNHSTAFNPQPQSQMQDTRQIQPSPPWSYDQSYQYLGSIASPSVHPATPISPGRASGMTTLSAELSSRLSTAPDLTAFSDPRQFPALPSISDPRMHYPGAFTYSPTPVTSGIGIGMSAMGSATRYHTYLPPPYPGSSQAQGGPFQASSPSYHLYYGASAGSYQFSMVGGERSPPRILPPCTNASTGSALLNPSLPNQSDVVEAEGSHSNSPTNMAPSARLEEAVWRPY
# Target sequence (Q13951 whole entry, looked up): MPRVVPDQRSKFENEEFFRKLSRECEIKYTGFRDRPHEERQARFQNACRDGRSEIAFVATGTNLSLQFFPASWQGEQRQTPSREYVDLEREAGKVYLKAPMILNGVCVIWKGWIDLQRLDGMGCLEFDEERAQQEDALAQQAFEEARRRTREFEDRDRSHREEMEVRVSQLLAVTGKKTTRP
#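 His-tagged CBF-beta and biotinylated RUNX1 (30 nM each) were premixed 20 min at room temperature, exposed to compound for 15 min, then given nickel-chelate and streptavidin AlphaScreen beads (50 ng each). After 90 min, AlphaScreen signal was read.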
# GLA spleen mod: inhibits or activates alpha-galactosidase in human spleen homogenate; AID 2107; human spleen homogenate, 4MU-alpha-Gal fluorescence, 40 min; 0.008% of 240,000 active; Potency, µM (top dose mostly 80 µM), inactives show at the highest dose activity change, negative = inhibition, hits mostly inhibitors;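 further: potency means the concentration at half of the fitted maximal effect; 0% = enzyme with vehicle and -100% = no enzyme basal signal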
#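 qHTS titration in buffer at pH 5.0. Alpha-galactosidase activity in spleen homogenate was measured via 4-methylumbelliferone release from 1 mM fluorogenic substrate after 40 min at 37C and a pH 10 stop. AC50 came from Hill fits of control-normalized data.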
# NPSR antagonist: neuropeptide S receptor (human) antagonism, cAMP. Q6W5P4. 1% of 220,000 active. CHO-NPSR cells, cAMP TR-FRET, antagonist mode. Potency, µM (highest dose often 38.3 µM), for the others: at the top dose activity change, negative = inhibition, most hits filed as inhibitors. AID 1461; further: potency means the concentration at half of the fitted maximal effect; on the % scale 0 is the no-effect control and ±100 the full control effect; nearly all actives have a fitted effect of over 50% in size; many of its hits are not listed in these tables
# Target sequence (Q6W5P4 whole entry, looked up): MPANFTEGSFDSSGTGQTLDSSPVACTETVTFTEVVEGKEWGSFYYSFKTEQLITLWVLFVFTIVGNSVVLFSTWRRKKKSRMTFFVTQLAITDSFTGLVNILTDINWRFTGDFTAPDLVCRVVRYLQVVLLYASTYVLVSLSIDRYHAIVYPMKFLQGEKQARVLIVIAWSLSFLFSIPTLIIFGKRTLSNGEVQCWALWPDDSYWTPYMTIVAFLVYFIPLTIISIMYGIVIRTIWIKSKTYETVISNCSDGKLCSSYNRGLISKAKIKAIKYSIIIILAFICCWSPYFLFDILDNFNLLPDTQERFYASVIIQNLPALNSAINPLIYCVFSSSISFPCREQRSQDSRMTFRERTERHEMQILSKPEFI
# IMPase Li inh: membrane-permeable IMPase blocker, potentiated with lithium | CHO-M1 cells, IP1 TR-FRET (IP-One), carbachol + lithium | Potency, µM (top dose mostly 59.4 µM), for inactives: at the highest dose activity, negative = IMPase inhibition, hits mostly inhibitors | 0.35% of 210,000 active | AID 1457;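 further: IP1 builds up when IMPase is blocked and the TR-FRET signal falls; potency means the concentration at half of the fitted maximal effect; plate controls were basal vehicle for no effect and high inhibitor control for full effect; nearly all actives have a fitted effect of over 50% in size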
#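 CHO cells stably expressing M1 receptor (2000/well) were cultured 16–30 h, then exposed to compounds with a small lithium addition for 30 min at 37C. IP1 was measured by TR-FRET competition; AC50 from Hill fits.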
# * marks the source's active call; other numbers are inactive results; ? = inconclusive; · = not tested or not shown; & = joins results of further samples; [ ] = remark or other dose. Unless noted, the call rests on the fitted dose curve; in most records, active means well fitted curve in the direction sought with a large enough effect; inconclusive means small, poorly fitted or top-dose-only effect, or another doubt; inactive means no such curve, though single readings can be large; an effect the other way counts as inactive or inconclusive.
compound,Lamin A splicing,CBFb RUNX1 block,Epigenetic reg,GLA spleen mod,IMPase Li inh,Luc counter,NPSR antagonist
CCCCN1CN(Cc2ccco2)CNC1=S,-1%,-4%,0.0%,-1%,1%,1%,3%[46.1 µM]
Cn1cc(C(=O)c2cccc(Cl)c2Cl)cc1C#N,-8%[46 µM],-6%,2.3%,3%,-1%,1%,-5%
CCCCCCC1C(C#N)=C(N)OC2=C1C(=O)CCC2 (stereo not given),3%,6%,0.0%,14%,29%[38.3 µM],1%,12%[46.1 µM]
CC(c1ccco1)N(C(=O)c1ccccc1NS(=O)(=O)c1ccc(Cl)cc1)c1ccccn1 (stereo not given),?,0%,1.3%,-6%,13%,1%,-20%[46.1 µM]
O=C(NCc1ccccc1Cl)C1CCCN(S(=O)(=O)c2cccc3nsnc23)C1 (stereo not given),-20%,2%,-0.4%&-0.3%,-11%,21%[38.3 µM],4%,-12%[46.1 µM]
Nc1cccc2c1C(=O)N(C(=O)c1ccco1)C2=O,·,1%,0.5%,7%,·,·,-26%
Cc1cc(=O)n(C)c2ccccc12,·,-7%,0.9%[10.1 µM],-1%,-1%,-1%,20%
COc1ccc(NC(=O)c2ccc3c(=O)n(-c4ccc(OC)cc4OC)c(=S)[nH]c3c2)cc1,·,-10%,1.2%,4%,9%,-3%,-48%
O=C(CCc1ccc(S(=O)(=O)N2CCOCC2)cc1)OCc1nc2ccccc2s1,?,1%,-4.3%,5%,12%[38.3 µM],4%,?
C/C(CCc1ccc2c(c1)OCO2)=N\NC(=O)c1ccccc1Cl,0%,2%,-3.0%,-4%,2%,0%,4%
CCN(CC)S(=O)(=O)c1ccc2c(c1)nc(CCC(=O)Nc1ccc3c(c1)OCO3)n2CC,?,?,-1.3%,1%,8%,-4%,2%
COc1cccc2c1OC[C@@H](CO)[C@H]2N(C)C(=O)Nc1ccccc1,-1%,-1%,0.2%,3%,-1%[38.3 µM],-8%,-12%[46.1 µM]
COC1=CC(=O)C(O)=C/C1=C\C=C\c1ccccc1,?,·,?,-2%,33%,-4%,·
O=C(C1CCCC1)N1CCC(CO)(Cc2ccccc2Cl)CC1,?,-2%,0.1%,0%,0%,0%,18%
CCCc1nc(SCC(=O)c2ccc(OC)cc2)c2c(=O)n(C)c(=O)n(C)c2n1,-2%,11%,0.0%,-3%,21%[38.3 µM],-1%,-5%[46.1 µM]
Cc1c(Cl)cccc1NC(=O)CC1SC(=NCC2CCCO2)NC1=O (stereo not given),0%,-2%,2.3%,6%,-4%,0%,-6%[46.1 µM]
Cc1ccc(NC(=S)c2ccc(N(C)C)cc2)cc1,-1%,-8%,-0.9%,5%,-2%,-4%,-35%
O=C1C=C(c2cccs2)C[C@H](c2ccccc2)[C@H]1n1nnc([N+](=O)[O-])n1,?,-26%,0.0%,-1%,9%,1%,2%[46.1 µM]
COc1ccc(C(CC(=O)NCCCN2CCOCC2)NS(=O)(=O)c2ccc(C)cc2)cc1 (stereo not given),8%,2%,-2.0%,3%,-13%[38.3 µM],-5%,-10%[46.1 µM]
Cc1nc2ccccn2c1-c1csc(NCc2ccco2)n1,?,-15%,0.0%,-11%,13%[38.3 µM],2%,-13%[46.1 µM]
CC1(C)C/C(=N\O)C(C(O)c2cccc([N+](=O)[O-])c2)C(C)(C)N1 (stereo not given),·,1%,0.1%,-11%,·,·,40%
Cc1ccc(Nc2c(F)c(F)c(F)c(F)c2C(=O)O)cc1,·,-5%,-5.6%,-16%,6%,6%,-21%
Cc1ccc(S(=O)(=O)N(C)CCCC(=O)Nc2cc(C)ccc2C)cc1,?,1%[2.36 µM],7.5%,-2%,3%,12%,-8%
c1ccc(CNc2nc(-c3cccs3)nc3ccccc23)cc1,?,-1%,-0.3%,-5%,7%,0%,-31%
COC(=O)c1ccc(OC)c(CSc2nnc(-c3ccc(C(C)(C)C)cc3)o2)c1,12%,2%,-4.2%,1%,8%[38.3 µM],6%,-17%[46.1 µM]
CCOC(=O)N1CCN(S(=O)(=O)c2cc3c(cc2C)NC(=O)CO3)CC1,-3%,-3%,0.9%,-2%,·,·,-7%[46.1 µM]
CC(=O)c1c(N2CCOCC2)nc(=S)n(Cc2ccccc2)c1C,4%,5%,0.0%,1%,15%[38.3 µM],0%,?
Cc1ccc(NC(=O)CN2CCc3ccccc3C2)cc1S(=O)(=O)N(C)C,-20%[46 µM],1%,-3.8%,-12%,3%,3%,-6%
COc1ccccc1OCc1cc(-c2ccccc2)no1,·,?,0.0%,5%,-17%,-2%,-5%
C=CCNC(=O)c1ccc2nccnc2c1,0%,-5%,-1.0%,-4%,-5%,2%,-8%[46.1 µM]

# Two compounds from above, reduced to GLA spleen mod and Epigenetic reg.
canonical_smiles	GLA spleen mod	Epigenetic reg
CCN(CC)S(=O)(=O)c1ccc2c(c1)nc(CCC(=O)Nc1ccc3c(c1)OCO3)n2CC	1%	-1.3%
COc1cccc2c1OC[C@@H](CO)[C@H]2N(C)C(=O)Nc1ccccc1	3%	0.2%

# Returning to the listing, starting 3 compounds before the break.
compound,Lamin A splicing,CBFb RUNX1 block,Epigenetic reg,GLA spleen mod,IMPase Li inh,Luc counter,NPSR antagonist
Cc1ccc(NC(=O)CN2CCc3ccccc3C2)cc1S(=O)(=O)N(C)C,-20%[46 µM],1%,-3.8%,-12%,3%,3%,-6%
COc1ccccc1OCc1cc(-c2ccccc2)no1,·,?,0.0%,5%,-17%,-2%,-5%
C=CCNC(=O)c1ccc2nccnc2c1,0%,-5%,-1.0%,-4%,-5%,2%,-8%[46.1 µM]
COc1cccc(CC(=O)Nc2ccc(-c3csc(C)n3)cc2)c1,·,1%,3.1%,2%,·,·,8%
CCNC(=O)COC(=O)c1cc(=O)[nH]c2ccccc12,-11%,-4%,0.0%,0%,14%[38.3 µM],2%,-8%[46.1 µM]
CCC(C)(C)NC(=O)C(c1ccc(F)cc1)N(Cc1ccc(OC)cc1)C(=O)c1cnccn1 (stereo not given),·,11%,0.1%,2%,9%,0%,21%
Cc1ccccc1OCc1nnc(SCC(=O)Nc2ccc3c(c2)OCO3)n1C,24%,-9%,-8.9%,-12%,9%[38.3 µM],2%,-3%[46.1 µM]
O=S(=O)(Nc1nc2ccc(S(=O)(=O)N3CCCCC3)cc2s1)c1ccccc1,-8%,0%,2.9%,-5%,36%[activator][38.3 µM],-2%,-12%[46.1 µM]
O=C(COc1ccc(/C=N/NC(=O)C(=O)N2CCCCCC2)cc1)Nc1ccccc1Cl,-6%,5%,1.1%,6%,6%,-1%,19%
CCOc1cccc(=O)c2c(C)n(CC(=O)c3ccccc3)c(C)c12,·,8%,-1.0%,10%,16%,-8%,14%
Cc1nnc2ccc(-c3ccc(NC(=O)c4ccc(Cl)nc4)cc3)nn12,-20%[46 µM],-1%,-1.6%,3%,0%,3%,-29%
C/C(=N\NC(=O)c1nn(C)c(C)c1Br)c1ccc(NC(=O)c2ccccc2F)cc1,-12%,4%,2.0%,-5%,-7%,0%,15%
CNC(=O)CN1C(=O)NC(Cc2c[nH]c3ccccc23)C1=O (stereo not given),?,15%,1.1%,-7%,·,·,9%
CN(/N=C/Cc1nnnn1-c1ccc(Cl)cc1)c1ccccc1,·,-7%,-0.3%,3%,·,·,1%[7.67 µM]
Cc1sc2ncnc(NCC3(N4CCOCC4)CCCCC3)c2c1C,4%,12%,2.8%,3%,46%[activator][38.3 µM],4%,?
O=C(C[n+]1ccc(C(=O)NCCCO)cc1)c1cccc(Br)c1,·,-5%,-2.1%,-5%,·,·,-7%
COc1ccc(N2CCN(C(=O)c3ccc(Cl)c(S(=O)(=O)N4CCCC4)c3)CC2)cc1,-23%[46 µM],-8%,0.8%,0%,6%,-2%,-14%
Cc1ccc(/C=C(\C#N)C(=O)Nc2ccccn2)o1,1%[46 µM],-3%,-0.8%[10.1 µM],-8%,-1%,?,-33%
CC(Oc1cc(Cl)ccc1Cl)C(=O)N/N=C\c1ccnn1C (stereo not given),?,10%,-2.0%,-17%,5%,-6%,-3%
Cc1cccc(NCC(=O)NNC(=S)Nc2ccccc2)c1,?,-25%,-8.1%,2%,2%,3%,-5%
Cc1cc(NS(=O)(=O)c2ccc(NC(=O)c3ccc(Br)o3)cc2)nc(C)n1,6%[46 µM],-5%,0.5%,-2%,-4%,0%,-5%
CN(C)c1ccc(NC(=S)N2CCN(c3ncc(C(F)(F)F)cc3Cl)CC2)cc1,·,-12%,0.4%,2%,·,·,6%
CCN1C(=O)C(CC(=O)Nc2ccc(OC)cc2)N(CCc2ccccc2F)C1=S (stereo not given),·,3%,-0.3%,6%,·,·,48%
COC(=O)C(CSCc1ccccc1)NC(=O)CSc1nc(C)cc(=O)[nH]1 (stereo not given),·,-16%,-0.4%,-2%,-8%,·,-6%
CCC(C)(C)C1CCc2c(sc(N)c2C(N)=O)C1 (stereo not given),?,0%,-1.5%,4%,0%,0%,16%
CCC(=O)Nc1nc2ccc(NC(C)=O)cc2s1,2%,6%,1.0%,-6%,3%[38.3 µM],8%,-11%[46.1 µM]
Cc1ccc(Nc2cc(C(=O)NCCCN3CCOCC3)c3ccccc3n2)c(C)c1,·,2%,2.3%,-1%,-9%,·,-7%
O=C1CCCC(O)=C1N=Nc1ccc2ncsc2c1,4%,-16%,3.8%,1%,28%,-18%,-1%
O=C1C2C3CCCC3=C3CCCC3C2C(=O)N1c1ccc(Cl)cc1 (stereo not given),2%,3%,-1.0%,-14%,38%[activator][38.3 µM],-1%,-17%[46.1 µM]
Nc1nn(S(=O)(=O)c2ccccc2)cc1-c1cccc([N+](=O)[O-])c1,·,17%,1.5%,-2%,-10%,·,-30%
CC(Sc1ccc(Cl)cc1)C(=O)NCC1CCCO1 (stereo not given),6%,0%,6.9%,6%,29%[38.3 µM],0%,-6%[46.1 µM]
CCOc1ccc(C2=NNC(c3cccnc3)=Nc3ccc(OC)cc32)cc1,·,5%,-2.0%,-2%,-2%,-4%,27%
Cc1c(Cl)c([N+](=O)[O-])nn1CCCC(=O)Nc1cccc(O)c1,·,-3%,3.9%,13%,0%,0%,-9%

# Screening results: PubChem, National Center for Advancing Translational Sciences (NCATS)

# Not all compounds are listed; rates above refer to the full screens.
